TRPC4 act – TRPC4 (mouse) channel activation | HEK293 TRPC4beta/mu-opioid, Fluo4 calcium fluorescence; stronger effect = higher value | actives 0.49% (n = 310,000) | B-score at 10 µM | Q9QUQ5;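 active = B-score above 5 SD of library B-scores, and initial fluorescence ratio not above library mean plus 5 SD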;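 also: positive B-score marks a calcium rise read as TRPC4 activation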
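System: HEK293 cells stably co-expressing mouse TRPC4beta and mu-opioid receptor; Schedule: Fluo4 dye loading 45 min at room temperature, 110 s recording; Detection: Fluo4 fluorescence, kinetic; Evaluation: B-scored integrated calcium fluorescence ratio; Controls: buffer (low) and maximal DAMGO (high).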
TMEM16A inh – mouse TMEM16A channel inhibition, primary screen; Q8BHY3; AID 588511; HEK293 TMEM16A/YFP iodide influx fluorescence, ionomycin; actives 1.2% (n = 310,000); normalized B-score (activity score, 25-100; higher = stronger inhibition) at 10 µM;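 active = ratio plate-corrected score three or more library SD toward inhibition, starting fluorescence score within five deviations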;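 also: score derived from kinetic fluorescence span divided by baseline fluorescence per well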
Dyrk1A ADPGlo – inhibitors of rat Dyrk1A kinase | Q63470 | ADP-Glo luminescence, NFATc1 peptide | inhibition, % at 12.5 µM | actives 0.43% (n = 310,000); in the data active = inhibition above about 50%;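 also: plate controls were vehicle with enzyme for no effect and no enzyme for full effect; many of its hits are not listed in these tables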
HDAC3 inh – inhibitors of human histone deacetylase 3. recombinant HDAC3, fluorogenic peptide/trypsin coupled, fluorescence. AID 2718. inhibition, % at 8.3 µM. actives 0.15% (n = 320,000); in the data active = inhibition above about 26%, passing the limit was not always enough
Target sequence (O15379 whole entry, looked up): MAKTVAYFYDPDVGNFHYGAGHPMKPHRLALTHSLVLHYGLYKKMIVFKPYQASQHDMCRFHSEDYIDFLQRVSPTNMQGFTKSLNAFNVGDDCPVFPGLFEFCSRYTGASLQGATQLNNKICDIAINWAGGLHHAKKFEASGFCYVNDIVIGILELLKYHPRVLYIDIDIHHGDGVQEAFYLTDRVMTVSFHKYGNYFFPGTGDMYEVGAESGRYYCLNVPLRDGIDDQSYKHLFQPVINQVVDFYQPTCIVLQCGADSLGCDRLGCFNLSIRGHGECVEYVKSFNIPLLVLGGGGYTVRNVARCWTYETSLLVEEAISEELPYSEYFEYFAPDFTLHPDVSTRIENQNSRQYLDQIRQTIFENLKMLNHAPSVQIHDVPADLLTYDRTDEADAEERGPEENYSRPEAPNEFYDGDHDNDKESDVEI
KCNQ1 pot – potentiators or activators of human KCNQ1 potassium channel | P51787 | CHO-K1 KCNQ1, thallium flux FluxOR fluorescence; stronger effect = higher value | B-score at 10 µM | actives 0.35% (n = 310,000) | AID 2648;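 active = fluorescence ratio B-score, a plate-corrected score, at least three library SD, with initial intensity B-score within 5 SD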
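System: Stable KCNQ1 CHO-K1 line | Incubation: 90 min dye loading and 20 min compound exposure, both at room temperature | Measure: Ratio B score | Medium: Assay buffer for compound exposure, DMSO matched across wells | Compound dosing: Single-concentration screen | Probe or stimulus: K+/Tl+ depolarizing stimulus | Measured by: Kinetic FluxOR fluorescence, 10 s baseline plus 110 s post-stimulus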
TMEM16A act – mouse TMEM16A channel activation, primary screen; Q8BHY3; B-score at 10 µM; actives 0.3% (n = 340,000); HEK293 TMEM16A/YFP-H148Q/I152L, iodide quench fluorescence; stronger effect = lower value;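 active = fluorescence-ratio B-score plate-corrected deviation score at least 3 library SD below zero, with starting fluorescence score within 5 deviations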;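 also: channel opened by trigger with iodide after compound preincubation; score built on the fluorescence ratio of max minus min over baseline; more negative score means more quench and so TMEM16A activation or potentiation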
KCNK3 inh – human KCNK3 channel inhibition, primary screen; actives 0.84% (n = 340,000); B-score at 10 µM; CHO-KCNK3 thallium flux, FluxOR fluorescence; stronger effect = lower value;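 active = B-score under library mean minus 4 SD, starting fluorescence ratio at most library mean plus 5 SD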;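 also: more negative B-score means stronger inhibition of thallium flux through KCNK3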
KCNQ1 block – human KCNQ1 channel inhibition; B-score at 10 µM; actives 1.3% (n = 310,000); P51787; AID 2642; CHO-K1 KCNQ1, FluxOR thallium flux fluorescence; stronger effect = higher value;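 active = compounds whose thallium flux B-score, printed positive for inhibition, exceeds three library SD while starting fluorescence stays within three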;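 also: channel opened by potassium depolarization with thallium stimulus after 20 min compound exposure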
KCNK9 inh – blocks the human KCNK9 two-pore domain potassium channel; Q9NPC2; HEK293 KCNK9, FluxOR thallium flux fluorescence; stronger effect = lower value; B-score at 10 µM; actives 1.2% (n = 310,000); AID 488922;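 active = ratio B-score over 3 SD below the library mean, with starting fluorescence within 5 SD of its mean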;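 also: negative B-score means less thallium flux so channel inhibition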
Target sequence (Q9NPC2 whole entry, looked up, the tested form may be a part): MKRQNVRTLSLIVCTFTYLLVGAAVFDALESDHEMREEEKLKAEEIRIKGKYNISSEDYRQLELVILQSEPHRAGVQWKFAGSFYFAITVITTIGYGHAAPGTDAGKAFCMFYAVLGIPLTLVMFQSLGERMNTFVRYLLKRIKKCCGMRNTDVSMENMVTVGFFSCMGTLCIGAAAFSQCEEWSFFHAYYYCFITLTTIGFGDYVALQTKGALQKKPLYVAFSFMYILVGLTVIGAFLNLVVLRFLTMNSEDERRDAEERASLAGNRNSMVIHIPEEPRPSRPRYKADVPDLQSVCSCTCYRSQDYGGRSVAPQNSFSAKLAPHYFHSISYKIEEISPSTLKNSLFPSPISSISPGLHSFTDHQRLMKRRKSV
hERG protect – shields human hERG channel from block by proarrhythmic agents; AID 1511; Q12809; activation (rescue from dofetilide block), less the hit threshold, % at 10 µM; CHO-hERG, FluxOR thallium flux, dofetilide IC70 present; actives 0.51% (n = 310,000);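 active = activation above the mean of controls blocked by dofetilide plus 5 SD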;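 also: thallium influx through hERG after potassium depolarization seen as dye fluorescence rise; in these data hits start at about 4.7%; inactives centre near -7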
TRPC4 PAM – TRPC4 (mouse) allosteric potentiation; HEK293 TRPC4beta/mu-opioid, DAMGO EC20, Fluo-4 Ca2+ flux; stronger effect = higher value; B-score at 10 µM; actives 0.42% (n = 310,000); AID 2227;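 active = B-score of calcium response area above 5 SD of library B-scores, with initial fluorescence ratio within 5 SD of library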;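 also: B-score of integrated fluorescence ratio over time as area under calcium response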
The depositor's hits bear a star.

How did C#CCOCCOCCOCCNc1nc(N2CCOCC2)nc(N2CCN(C(=O)[C@H]([C@@H](C)CC)n3cc(CCCN=C(N)N)nn3)CC2)n1 do in these assays?
TRPC4 act: inactive; TMEM16A inh: inactive; Dyrk1A ADPGlo: 1.0; HDAC3 inh: -4.4; KCNQ1 pot: inactive; TMEM16A act: inactive; KCNK3 inh: inactive; KCNQ1 block: inactive; KCNK9 inh: inactive; hERG protect: -7.2; TRPC4 PAM: inactive

How did CC(=O)c1cccc(NC(=O)CNC(=O)Cc2ccccc2)c1 do in these assays?
TRPC4 act: inactive; TMEM16A inh: inactive; Dyrk1A ADPGlo: -5.9; HDAC3 inh: 2.5; KCNQ1 pot: inactive; TMEM16A act: inactive; KCNK3 inh: inactive; KCNQ1 block: inactive; KCNK9 inh: inactive; hERG protect: -5.5; TRPC4 PAM: inactive

What do the screens show for `COC(=O)c1cccc(NC(=O)C2COc3ccccc3O2)c1` (centres undefined)?
TRPC4 act: inactive; TMEM16A inh: inactive; Dyrk1A ADPGlo: 5.5; HDAC3 inh: 3.0; KCNQ1 pot: inactive; TMEM16A act: inactive; KCNK3 inh: inactive; KCNQ1 block: inactive; KCNK9 inh: inactive; hERG protect: -13.1; TRPC4 PAM: inactive

Results for CCn1cc(CN2CCN(Cc3ccsc3)C(CCO)C2)cn1 (centres undefined) ?
TRPC4 act: inactive; TMEM16A inh: inactive; Dyrk1A ADPGlo: -0.5; HDAC3 inh: -10.2; KCNQ1 pot: inactive; TMEM16A act: inactive; KCNK3 inh: inactive; KCNQ1 block: inactive; KCNK9 inh: inactive; hERG protect: -5.8; TRPC4 PAM: inactive

What do the screens show for `Cc1nc(-c2nc(-c3c(C(=O)NNC(=O)Nc4cccc(Cl)c4)noc3C)cs2)cs1`?
TRPC4 act: inactive; TMEM16A inh: inactive; Dyrk1A ADPGlo: 1.1; HDAC3 inh: -5.8; KCNQ1 pot: inactive; TMEM16A act: inactive; KCNK3 inh: inactive; KCNQ1 block: inactive; KCNK9 inh: inactive; hERG protect: -9.6; TRPC4 PAM: inactive

What do the screens show for `Cc1csc(NC(=O)CSc2nnc(-c3ccoc3C)o2)n1`?
TRPC4 act: inactive; TMEM16A inh: inactive; Dyrk1A ADPGlo: -0.1; HDAC3 inh: -0.7; KCNQ1 pot: inactive; TMEM16A act: inactive; KCNK3 inh: inactive; KCNQ1 block: inactive; KCNK9 inh: inactive; hERG protect: -15.3; TRPC4 PAM: inactive

Results for Cc1cc(/C=C2/C(=N)N3C(=NC2=O)SN=C3S(C)(=O)=O)c(C)n1-c1ccccc1 ?
TRPC4 act: inactive; TMEM16A inh: inactive; Dyrk1A ADPGlo: -0.5; HDAC3 inh: 0.9; KCNQ1 pot: inactive; TMEM16A act: inactive; KCNK3 inh: inactive; KCNQ1 block: inactive; KCNK9 inh: inactive; hERG protect: -9.0; TRPC4 PAM: inactive

Results for CCOC(=O)c1cccc(N2C(=O)Nc3ccccc3N2O)c1 ?
TRPC4 act: inactive; TMEM16A inh: inactive; Dyrk1A ADPGlo: 5.4; HDAC3 inh: 4.9; KCNQ1 pot: inactive; TMEM16A act: inactive; KCNK3 inh: inactive; KCNQ1 block: inactive; KCNK9 inh: inactive; hERG protect: -0.8; TRPC4 PAM: inactive

How did Cc1ccc(S(=O)(=O)NNC(=O)c2ccc(F)cc2)cc1 do in these assays?
TRPC4 act: inactive; TMEM16A inh: inactive; Dyrk1A ADPGlo: 15.9; HDAC3 inh: -3.4; KCNQ1 pot: inactive; TMEM16A act: inactive; KCNK3 inh: inactive; KCNQ1 block: inactive; KCNK9 inh: inactive; hERG protect: -5.1; TRPC4 PAM: inactive

What do the screens show for `COc1cc(/C=C/C(=O)OCC(=O)NC(=O)NC(C)(C)C)cc(OC)c1OC`?
TRPC4 act: inactive; TMEM16A inh: inactive; Dyrk1A ADPGlo: 3.9; HDAC3 inh: 1.0; KCNQ1 pot: inactive; TMEM16A act: inactive; KCNK3 inh: inactive; KCNQ1 block: inactive; KCNK9 inh: inactive; hERG protect: -16.5; TRPC4 PAM: inactive

Results for N#C/C(=C\c1cccnc1)C(=O)Nc1ccc(Cl)cc1 ?
TRPC4 act: inactive; TMEM16A inh: inactive; Dyrk1A ADPGlo: -0.2; HDAC3 inh: 0.5; KCNQ1 pot: inactive; TMEM16A act: inactive; KCNK3 inh: inactive; KCNQ1 block: inactive; KCNK9 inh: inactive; hERG protect: -11.3; TRPC4 PAM: inactive

What do the screens show for `C=CCn1c(O)c(N=NC(=S)Nc2cccc(C)c2)c2ccccc21`?
TRPC4 act: inactive; TMEM16A inh: inactive; Dyrk1A ADPGlo: 0.0; HDAC3 inh: 0.9; KCNQ1 pot: 40*; TMEM16A act: inactive; KCNK3 inh: inactive; KCNQ1 block: inactive; KCNK9 inh: inactive; hERG protect: 19.5*; TRPC4 PAM: inactive

Results for Cc1cc(OCCCCOc2ccc(S(N)(=O)=O)c(C)c2)ccc1S(N)(=O)=O ?
TRPC4 act: inactive; TMEM16A inh: inactive; Dyrk1A ADPGlo: 1.1; HDAC3 inh: 2.2; KCNQ1 pot: inactive; TMEM16A act: inactive; KCNK3 inh: inactive; KCNQ1 block: inactive; KCNK9 inh: inactive; hERG protect: -4.3; TRPC4 PAM: inactive

Results for Cc1ccc(C(=O)N/N=C/c2cccc(OC(=O)/C=C/c3ccco3)c2)cn1 ?
TRPC4 act: inactive; TMEM16A inh: inactive; Dyrk1A ADPGlo: 1.7; HDAC3 inh: 5.0; KCNQ1 pot: inactive; TMEM16A act: inactive; KCNK3 inh: inactive; KCNQ1 block: inactive; KCNK9 inh: inactive; hERG protect: -10.9; TRPC4 PAM: inactive

What do the screens show for `COc1ccc2c(c1)NC(c1ccc(N(C)C)cc1)c1cccn1-2` (centres undefined)?
TRPC4 act: inactive; TMEM16A inh: inactive; HDAC3 inh: -21.6; KCNQ1 pot: inactive; TMEM16A act: inactive; KCNK3 inh: inactive; KCNQ1 block: inactive; KCNK9 inh: inactive; hERG protect: -14.1; TRPC4 PAM: inactive

What do the screens show for `CSc1ncc(CN2CCc3c([nH]c4ccccc34)C2c2cccc(C)n2)cn1` (centres undefined)?
TRPC4 act: inactive; TMEM16A inh: inactive; HDAC3 inh: 19.1; KCNQ1 pot: inactive; TMEM16A act: inactive; KCNK3 inh: inactive; KCNQ1 block: inactive; KCNK9 inh: inactive; hERG protect: -12.0; TRPC4 PAM: inactive

Results for CCOc1ccccc1C1C(C#N)=C(N)Oc2cc(C)n(C)c(=O)c21 (centres undefined) ?
TRPC4 act: inactive; TMEM16A inh: inactive; Dyrk1A ADPGlo: -13.9; HDAC3 inh: -3.3; KCNQ1 pot: inactive; TMEM16A act: inactive; KCNK3 inh: inactive; KCNQ1 block: inactive; KCNK9 inh: inactive; hERG protect: -8.8; TRPC4 PAM: inactive

How did COc1ccc(Br)cc1CN(C)CC(O)COc1ccc(Br)cc1 (centres undefined) do in these assays?
TRPC4 act: inactive; TMEM16A inh: inactive; Dyrk1A ADPGlo: 4.0; HDAC3 inh: -0.5; KCNQ1 pot: inactive; TMEM16A act: inactive; KCNK3 inh: inactive; KCNQ1 block: inactive; KCNK9 inh: inactive; hERG protect: -15.8; TRPC4 PAM: inactive

How did Cc1cc(C)n(-c2nc(NCC(C)O)c3c4c(sc3n2)CCCC4)n1 (centres undefined) do in these assays?
TRPC4 act: inactive; TMEM16A inh: inactive; Dyrk1A ADPGlo: -2.2; HDAC3 inh: -3.9; KCNQ1 pot: inactive; TMEM16A act: inactive; KCNK3 inh: inactive; KCNQ1 block: inactive; KCNK9 inh: inactive; hERG protect: -8.4; TRPC4 PAM: inactive

Results for COc1ccc(CNC(=O)COC(=O)CCCOc2ccc(Cl)cc2Cl)cc1 ?
TRPC4 act: inactive; TMEM16A inh: inactive; Dyrk1A ADPGlo: 2.5; HDAC3 inh: 0.8; KCNQ1 pot: inactive; TMEM16A act: inactive; KCNK3 inh: inactive; KCNQ1 block: inactive; KCNK9 inh: inactive; hERG protect: -3.5; TRPC4 PAM: inactive

How did NS(=O)(=O)c1ccc(CNS(=O)(=O)c2ccc(Cl)nc2)cc1 do in these assays?
TRPC4 act: inactive; TMEM16A inh: inactive; Dyrk1A ADPGlo: 0.3; HDAC3 inh: 6.3; KCNQ1 pot: inactive; TMEM16A act: inactive; KCNK3 inh: inactive; KCNQ1 block: inactive; KCNK9 inh: inactive; hERG protect: -9.0; TRPC4 PAM: inactive

What do the screens show for `CCOC(=O)C1=C(C)NC(=O)NC1c1ccc(Cl)cc1Cl` (centres undefined)?
TRPC4 act: inactive; TMEM16A inh: inactive; Dyrk1A ADPGlo: 5.5; HDAC3 inh: -1.5; KCNQ1 pot: inactive; TMEM16A act: inactive; KCNK3 inh: inactive; KCNQ1 block: inactive; KCNK9 inh: inactive; hERG protect: -6.9; TRPC4 PAM: inactive

How did COc1ccc(OCC(=O)Nc2ccc(N3CCC(C)CC3)cc2)cc1 do in these assays?
TRPC4 act: inactive; TMEM16A inh: inactive; Dyrk1A ADPGlo: -5.6; HDAC3 inh: 5.5; KCNQ1 pot: inactive; TMEM16A act: inactive; KCNK3 inh: inactive; KCNQ1 block: inactive; KCNK9 inh: inactive; hERG protect: -1.4; TRPC4 PAM: inactive

How did C/C(CC(=O)NCc1ccco1)=N\NC(=O)c1ccc([N+](=O)[O-])cc1Cl do in these assays?
TRPC4 act: inactive; TMEM16A inh: inactive; Dyrk1A ADPGlo: -8.6; HDAC3 inh: 0.5; KCNQ1 pot: inactive; TMEM16A act: inactive; KCNK3 inh: inactive; KCNQ1 block: inactive; KCNK9 inh: inactive; hERG protect: -6.1; TRPC4 PAM: inactive

What do the screens show for `COCCN(CCOC)Cc1c(C)[nH]c2ccccc2c1=O`?
TRPC4 act: inactive; TMEM16A inh: inactive; Dyrk1A ADPGlo: -8.7; HDAC3 inh: 0.6; KCNQ1 pot: inactive; TMEM16A act: inactive; KCNK3 inh: inactive; KCNQ1 block: inactive; KCNK9 inh: inactive; hERG protect: -9.5; TRPC4 PAM: inactive

How did CCC(C)NC(=O)c1ccc(CN2CCc3ccccc3C2)cc1 (centres undefined) do in these assays?
TRPC4 act: inactive; TMEM16A inh: inactive; Dyrk1A ADPGlo: -3.5; HDAC3 inh: 7.5; KCNQ1 pot: inactive; TMEM16A act: inactive; KCNK3 inh: inactive; KCNQ1 block: inactive; KCNK9 inh: inactive; hERG protect: -8.8; TRPC4 PAM: inactive

Assay outcomes from PubChem.

An excerpt (hit frequency here may not be typical).
